TNAP inh pNP: human TNAP enzyme inhibitors, primary screen, biochemical, colorimetric, p-nitrophenol readout; purified TNAP, pNPP hydrolysis, absorbance 405 nm; inhibition, % at 20 µM; 21,000 tested, under 10 active; Alkaline phosphatase, tissue-nonspecific isozyme (Homo sapiens), P05186;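 note: 0% = DMSO only wells and 100% = 1 mM levamisole wells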
Target sequence (P05186 whole entry, looked up): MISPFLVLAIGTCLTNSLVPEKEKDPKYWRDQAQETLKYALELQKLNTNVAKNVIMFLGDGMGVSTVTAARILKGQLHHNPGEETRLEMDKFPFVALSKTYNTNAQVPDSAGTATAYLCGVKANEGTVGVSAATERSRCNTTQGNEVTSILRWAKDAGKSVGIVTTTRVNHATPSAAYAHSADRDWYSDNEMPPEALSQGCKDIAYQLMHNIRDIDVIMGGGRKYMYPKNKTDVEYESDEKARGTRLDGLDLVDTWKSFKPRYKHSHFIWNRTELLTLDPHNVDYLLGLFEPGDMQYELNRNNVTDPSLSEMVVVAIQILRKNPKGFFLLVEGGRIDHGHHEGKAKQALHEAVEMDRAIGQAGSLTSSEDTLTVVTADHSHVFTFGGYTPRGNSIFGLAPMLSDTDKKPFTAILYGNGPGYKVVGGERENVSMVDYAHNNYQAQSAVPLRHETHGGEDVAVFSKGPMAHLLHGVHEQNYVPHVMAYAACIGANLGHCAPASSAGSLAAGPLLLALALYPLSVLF
TNAP Pi inh: human TNAP enzyme inhibitors, primary screen, biochemical, colorimetric, phosphate release readout; inhibition, % at 20 µM; 21,000 tested, under 10 active; Alkaline phosphatase, tissue-nonspecific isozyme (Homo sapiens), P05186; AID 614, 2007; purified TNAP, pNPP, malachite green phosphate absorbance
Active calls of the source: *.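 Rule for the calls: active = inhibition above 50% at the 20 µM single-dose screen; inactive = the rest.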 Some of the compounds tested (hit frequency here may not be typical).

SMILES	TNAP inh pNP	TNAP Pi inh
Cc1[nH]c2ccccc2c1C(=O)COC(=O)C1CC(=O)N(Cc2ccco2)C1 (stereo unspecified)	3	-19
COc1cc(-c2nnc(SCC(=O)N(Cc3ccccc3)C(C)(C)C)o2)cc(OC)c1OC	4	-6
Cn1nnnc1SCc1ccccc1F	-4	2
CCOC(=O)c1ccc(-n2ncc(C(=O)OCC)c2N)cc1	5	10
N#CCSCC(=O)Nc1ccccc1	5	10
CCOC(=O)c1c(CC(C)C)csc1NC=O	0	0
CCn1c(SCC(=O)c2cc(OC)ccc2OC)nc2c1c(=O)n(C)c(=O)n2C	4	9
COc1ccc(C(=O)CSC2=C(C#N)C3(CCCCC3)C(C#N)=C(N)N2)cc1	-1	0
Cc1c(OCc2nn[nH]n2)ccc2c3c(c(=O)oc12)CCC(C)C3 (stereo unspecified)	-1	-2
C[C@]12CCC(=O)C=C1CC[C@@H]1[C@@H]2C(=O)C[C@@]2(C)[C@H]1CC[C@]2(O)C(=O)CO	6	10
Cc1nc(C)c(C(=O)C2=C(O)C(=O)N(CCN(C)C)C2c2ccccc2)s1 (stereo unspecified)	7	-15
COc1ccc(S(=O)(=O)N[C@H](C(=O)O)C(C)C)cc1	8	12
CCc1ccc(N2CC(C)Cn3c2nc2c3c(=O)n(CCN3CCOCC3)c(=O)n2C)cc1 (stereo unspecified)	2	-15
Clc1cccc(OCCN2CCOCC2)c1	3	-30
O=C(c1cc2nc(-c3ccc(F)cc3)cc(C(F)(F)F)n2n1)N1CCOCC1	-1	5
COC(=O)c1cccc(NC(=O)CSc2nc3cccnc3n2C)c1	-5	5
Cn1c(SCC(=O)N2CCCC2)nc2ccccc2c1=O	7	15
CC(NS(=O)(=O)c1ccc(Br)cc1)C(N)=O (stereo unspecified)	-2	2
COc1cccc2cc(-c3nnc(SCC(=O)Nc4cc(C(F)(F)F)ccc4Cl)n3N)oc12	2	15
CC(=O)c1cccc(NC(=O)NCc2cccnc2)c1	1	7
COc1ccc(OC)c(N2C(=O)C(Cl)=C(N3CCCCC3)C2=O)c1	6	13
CC1Cc2ccccc2N1C(=O)CSc1nnnn1Cc1ccccc1 (stereo unspecified)	1	0
c1ccc(NCCCNc2ccccc2)cc1	3	8
O=C(Cc1ccccc1)N1CCN(C(=O)c2cccs2)CC1	5	10
O=C(c1ccc(S(=O)(=O)Nc2ccccc2)cc1)N1CCOCC1	4	10
CCCn1nnnc1NCc1ccccc1OCc1ccc(F)cc1	5	12
COC(=O)c1ccc(NC(=O)CSc2nnc(COc3ccc4c(c3)CCCC4)o2)cc1	3	9
CN1C(=S)SC(C)(C)C1(C)NO (stereo unspecified)	0	-13
COc1ccc(-c2oc3ncn4nc(COc5ccccc5)nc4c3c2-c2ccc(OC)cc2)cc1	-2	6
CC(=O)c1cccc(NC(=O)c2cccc(S(=O)(=O)N(C)C)c2)c1	6	7
COc1ccc(/C(O)=C2\C(=O)C(=O)N(c3cc(C)on3)C2c2cccc(OC)c2OC)cc1C (stereo unspecified)	-5	6
COc1ccc2nc(-n3c(C)ccc3C)sc2c1	8	5
O=C(O)Cn1cnc2scc(-c3cccs3)c2c1=O	5	13
COc1ccc(N2CCN(CC(=O)Nc3ccc(-n4cnnn4)cc3)CC2)cc1	0	7
CCOC(=O)c1ccc(NC(=O)Nc2c(C)nn(C)c2C)cc1	4	7
COCCSc1ccccc1C(=O)NCC1CCCO1 (stereo unspecified)	1	9
O=C1CN(C(=O)COC(=O)CCC(=O)c2ccc3c(c2)OCCO3)c2ccccc2N1	5	8
Cn1c(=O)[nH]c(=O)c2c1nc(SCC(=O)O)n2CCc1ccccc1	4	9
CCCCc1nc(N2CCOCC2)c(C#N)c2c1COC(C)(C)C2	1	6
CCCc1cc(N2CCN(c3ccccn3)CC2)n2nc(C)c(-c3ccccc3)c2n1	8	12

Some of the entries so far, with two lines to a compound:
Every second line gives: TNAP inh pNP | TNAP Pi inh
Clc1cccc(OCCN2CCOCC2)c1
  3 | -30
O=C(c1cc2nc(-c3ccc(F)cc3)cc(C(F)(F)F)n2n1)N1CCOCC1
  -1 | 5
COC(=O)c1cccc(NC(=O)CSc2nc3cccnc3n2C)c1
  -5 | 5
Cn1c(SCC(=O)N2CCCC2)nc2ccccc2c1=O
  7 | 15
CC(NS(=O)(=O)c1ccc(Br)cc1)C(N)=O (stereo unspecified)
  -2 | 2
COc1cccc2cc(-c3nnc(SCC(=O)Nc4cc(C(F)(F)F)ccc4Cl)n3N)oc12
  2 | 15
CC(=O)c1cccc(NC(=O)NCc2cccnc2)c1
  1 | 7
COc1ccc(OC)c(N2C(=O)C(Cl)=C(N3CCCCC3)C2=O)c1
  6 | 13
CC1Cc2ccccc2N1C(=O)CSc1nnnn1Cc1ccccc1 (stereo unspecified)
  1 | 0
c1ccc(NCCCNc2ccccc2)cc1
  3 | 8
O=C(Cc1ccccc1)N1CCN(C(=O)c2cccs2)CC1
  5 | 10
O=C(c1ccc(S(=O)(=O)Nc2ccccc2)cc1)N1CCOCC1
  4 | 10
CCCn1nnnc1NCc1ccccc1OCc1ccc(F)cc1
  5 | 12
COC(=O)c1ccc(NC(=O)CSc2nnc(COc3ccc4c(c3)CCCC4)o2)cc1
  3 | 9
CN1C(=S)SC(C)(C)C1(C)NO (stereo unspecified)
  0 | -13
COc1ccc(-c2oc3ncn4nc(COc5ccccc5)nc4c3c2-c2ccc(OC)cc2)cc1
  -2 | 6
CC(=O)c1cccc(NC(=O)c2cccc(S(=O)(=O)N(C)C)c2)c1
  6 | 7
COc1ccc(/C(O)=C2\C(=O)C(=O)N(c3cc(C)on3)C2c2cccc(OC)c2OC)cc1C (stereo unspecified)
  -5 | 6
COc1ccc2nc(-n3c(C)ccc3C)sc2c1
  8 | 5
O=C(O)Cn1cnc2scc(-c3cccs3)c2c1=O
  5 | 13
COc1ccc(N2CCN(CC(=O)Nc3ccc(-n4cnnn4)cc3)CC2)cc1
  0 | 7
CCOC(=O)c1ccc(NC(=O)Nc2c(C)nn(C)c2C)cc1
  4 | 7

Additional records.
SMILES	TNAP inh pNP	TNAP Pi inh
CCn1c(SCC(=O)Nc2ccc(S(N)(=O)=O)cc2)nnc1-c1cccc(OC)c1	3	7
CCOC(=O)N1CCN(C(=O)c2cn(CC)c3cc(N4CCN(C)CC4)c(F)cc3c2=O)CC1	0	0
O=C(NCCOc1ccccc1)C1CCCN1C(=O)c1cccs1 (stereo unspecified)	0	-24
COc1ccc(N=c2oc3c(OC)cccc3cc2C(=O)NCc2ccco2)c(OC)c1	8	2
Cc1cc(C(F)F)n2nc(C(=O)Nc3ccccc3Br)nc2n1	3	8
Nc1ccccc1NC1=CC(=O)CC(c2ccco2)C1 (stereo unspecified)	1	-9
Cc1nn(-c2cccc(C(=O)O)c2)c(C)c1Oc1ccccc1O	-5	-3
Cc1cc(C(=O)COC(=O)C2=COCCO2)c(C)n1-c1ccc2c(c1)OCO2	2	-9
CC(C)OCCCNc1nc2c(c(=O)n(Cc3ccccc3F)c(=O)n2C)n1C	3	11
COc1ccc(OC)c(S(=O)(=O)NCc2cccnc2)c1	4	6
Cc1ccc(C(=O)Nc2ccc3c(c2)CCC3)o1	4	8
CC(C)CCNC(=O)CN(CC1CCCO1)C(=O)CCC(=O)Nc1nccs1 (stereo unspecified)	3	-14
O=c1[nH]c2cc(Cl)cc(Cl)c2[nH]c1=O	4	14
O=C(Nc1c(C(=O)NCc2ccco2)cnn1-c1ccccc1)c1cccc(F)c1	4	6
O=c1c2c(nc3n1CCCCC3)-c1ccccc1CC21CCCC1	1	12
CN1C(=S)SC(C)(C)C1/[N+]([O-])=C/c1cccnc1 (stereo unspecified)	3	8
Cc1ccc(C(=O)N2CCN(c3ccccc3)CC2)cc1C	5	9
N#Cc1c(NCCO)nc(NCc2ccccc2)c2c1CCN(Cc1ccccc1)C2	3	1
Brc1ccccc1CN1CCC(N2CCCCC2)CC1	-16	-5
Cc1cnc(NC(=O)CSc2nnc(-c3cccs3)n2C)s1	0	13
COc1ccc(N2CC(C(=O)OCC(=O)c3cccc(OC)c3)CC2=O)cc1 (stereo unspecified)	5	6
CCOC(=O)c1ccc(N2CC(O)=C(c3nc4ccccc4c(=O)[nH]3)C2=N)cc1	3	7
COCCNC(C)C(=O)C12CC3CC(CC(C3)C1)C2 (stereo unspecified)	3	8
O=C1O/C(=C\C(=O)N2CCOCC2)c2ccccc21	5	8
COc1cc(C2C(C#N)=C(N)Oc3cc(C)n(Cc4ccccn4)c(=O)c32)cc2c1OCO2 (stereo unspecified)	1	-15
Nc1nnc(SCc2ccc(F)cc2Cl)s1	0	9
Cc1ccc(C(CC(=O)N2CCOCC2)c2ccco2)cc1 (stereo unspecified)	5	-5
COCCNC(=O)NC(=O)COC(=O)C12CC3CC(CC(NC(C)=O)(C3)C1)C2	2	16
Cc1cc(C(=O)CCC(=O)N2CCN(S(=O)(=O)c3cccs3)CC2)c(C)s1	3	10
Cc1ccc(SC(C)C(=O)N2CCCC2)cc1 (stereo unspecified)	0	0
CCCOP(=O)(c1ccc(N(C)C)cc1)C(O)c1cc(OC)c(OC)c(OC)c1 (stereo unspecified)	13	20
CCC(=O)NC(=Nc1nc2ccccc2s1)NC(=O)CC	0	4
Cc1cccc(-c2c3c(=O)n(C)c(=O)n(C)c3cn2C(C)C)c1	-2	0
CCN(CC)CCCN1C(=O)C(=O)/C(=C(/O)c2ccc3c(c2)CC(C)O3)C1c1cccnc1 (stereo unspecified)	12	-5
Cc1cccc(C)c1NC(=O)CSc1nnc(-c2ccoc2C)n1C	0	0
CC(=O)OCC(=O)[C@H]1CC[C@H]2[C@@H]3CCC4=CC(=O)CC[C@]4(C)[C@H]3CC[C@]12C	0	0
C=CCNC(=O)C1CC(=O)N(c2ccc(OCC(=O)NCc3ccccc3)cc2)C1 (stereo unspecified)	6	9
CCOC(=O)c1c(C)c2c(n1C)CCC/C2=N\O	1	14
Cn1c(=O)n(C)c2cc(S(=O)(=O)N3CCOCC3)ccc21	0	0
CCN1CCCC1CN(Cc1cc2cc(C)ccc2[nH]c1=O)C(=O)Nc1ccccc1OC (stereo unspecified)	5	20
c1ccc(Cn2c(Nn3cnnc3)nc3ccccc32)cc1	5	9
CCn1c(C)nc2c(=O)oc3ccccc3c21	1	8
CCOc1nc(S(=O)(=O)c2ccc(C)cc2)c(Cl)s1	4	10
O=C(Nc1cccc2cccnc12)c1ccc(Br)o1	3	-2
Clc1ccc(Cl)c(-c2ccc(/C=N/c3ncn[nH]3)o2)c1	-5	-1
CCCC(=O)c1cc(F)c(N2CCOCC2)cc1C	2	-14
CC(=O)N1CCN(c2ccc(NCc3cccs3)cc2)CC1	3	8
Cc1cccc(N2C(=O)CC(N3CCN(Cc4ccc(Cl)cc4)CC3)C2=O)c1 (stereo unspecified)	4	6
COc1ccc(-c2cc3nc(-c4ccccc4)cc(N4CCC5(CC4)OCCO5)n3n2)cc1	6	15
CCOC(=O)C1CCN(C(=O)CSc2ccccc2)CC1	1	3
COc1ccccc1-n1c(SCC(=O)NC(C)(C)C)nc(O)cc1=O	10	9
CCOC(=O)c1nnc2cc(-c3ccccc3)nn2c1C	5	10
CC1=C(C)C(=O)C(CCCCC#CCCCC#CCO)=C(C)C1=O	5	-27
CN(CC(=O)NCc1ccccn1)S(=O)(=O)c1ccc(Cl)cc1	1	5
O=C(CSc1ncc(-c2ccc(F)cc2)n1Cc1ccco1)Nc1nccs1	5	11
Cc1cc(Cl)cc(C)c1OCCCCN1CCOCC1	13	-4
COc1nc(OC)nc(N2CCC(C(=O)NCC3CCCCC3)CC2)n1	5	11
CCn1nc(NC(=O)c2cccnc2)c2cc3ccccc3nc21	3	8
O=C(NC1CCCCCC1)C1CC(=O)N(Cc2ccccc2)C1 (stereo unspecified)	3	6
COc1ccc(N2CCn3c2nc2c3c(=O)n(CCCc3ccccc3)c(=O)n2C)cc1	-9	0
Going on with the list:
SMILES	TNAP inh pNP	TNAP Pi inh
CC1C2C(C)N(C)C(=O)N(C)C2N(C)C(=O)N1C (stereo unspecified)	1	4
C=C(C)Cn1c(Sc2nc3ccccc3[nH]2)nc2c1c(=O)[nH]c(=O)n2C	7	11
O=C(c1ccncc1)N1CCN(C(=O)c2cccc3ccccc23)CC1	2	11
CCC(=O)Nc1ccc(NC(=O)CN2CCCC(C)C2)c(Cl)c1 (stereo unspecified)	2	11
O=c1[nH]c(CN(CCO)CCO)nc2c1C1(CCCCC1)Cc1ccccc1-2	2	9
COc1cccc(-n2c(CNC(=O)OC(C)(C)C)n[nH]c2=S)c1	7	5
O=C(OCc1cc2ccccc2[nH]c1=O)C1CCCO1 (stereo unspecified)	-3	3
CCOC(=O)Nc1ccc2c(c1)N(C(=O)N(C)C)c1ccccc1CC2	4	-2
COc1ccc(CC(=O)NC2CCN(Cc3nnnn3C(C)(C)C)CC2)cc1OC	2	17
Cc1cc(-c2[nH]nc3c2C(c2ccsc2)C(C#N)=C(N)O3)c(C)s1 (stereo unspecified)	-2	-4
COC(=O)NCC12CC3CC(C1)CC(CNC(=O)OC)(C3)C2	1	8
CCOc1ccc2nc(NC(NC(C)=O)(C(=O)OC)C(F)(F)F)sc2c1 (stereo unspecified)	0	0
Cc1nc2cncc(Br)c2n1C	6	9
Cc1sc2nnn(CC(=O)N3CCN(C(=O)c4ccco4)CC3)c(=O)c2c1C	7	9
CCOC(=O)c1sc(NC(=O)CSc2nnnn2-c2ccc(C)cc2)c(C(=O)OCC)c1C	-5	5
Cc1nccn1-c1cc(C(C)C)c(C#N)c2nc3ccccc3n12	6	-8

Some values from the results shown.
In TNAP Pi inh, `CCOC(=O)c1sc(NC(=O)CSc2nnnn2-c2ccc(C)cc2)c(C(=O)OCC)c1C` reads 5
In TNAP Pi inh, `COc1ccc(CC(=O)NC2CCN(Cc3nnnn3C(C)(C)C)CC2)cc1OC` reads 17

From PubChem
